# Screens deposited in PubChem BioAssay by several laboratories.
# SUMO1-SIM PPI – modulators of SUMO1 protein-protein interactions, primary screen, biochemical, uHTS. Small ubiquitin-related modifier 1 (Homo sapiens), P63165. SUMO1 binding to a labelled peptide, TR-FRET, 1 h. actives 0.33% (n = 360,000). inhibition, % at 20 µM; in the data active = inhibition above about 37%
# MsrA inh – bovine MsrA enzyme inhibitors, primary screen, biochemical, absorbance, HTS; purified bovine MsrA, absorbance read-out; inhibition, % at 15.5 µM; actives 0.75% (n = 360,000); in the data active = inhibition above about 4.5%;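 also: 0% = vehicle wells with enzyme and 100% = reference inhibitor wells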
# DNMT1 block – human DNMT1 methyltransferase inhibitors, primary screen, biochemical, molecular beacon, fluorescence, HinP1I cleavage, uHTS; inhibition (reported as % activation of signal), % at 10 µM; actives 0.83% (n = 360,000); AID 588458, 2011; in the data active = inhibition above about 50%
# LMPTP block – LMPTP phosphatase inhibitors, primary screen, biochemical, fluorescence intensity, uHTS | AID 651560, 2012 | inhibition, % at 20 µM | actives 0.22% (n = 360,000) | Low molecular weight phosphotyrosine protein phosphatase (Homo sapiens), P24666 | recombinant LMPTP-A, OMFP fluorogenic substrate;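 active = compounds that cut the enzyme signal by at least half of the control window in the single-dose screen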;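 also: plate controls were DMSO wells with enzyme plus substrate for no effect and substrate without enzyme for full effect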
#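 Assay system: LMPTP-A phosphatase enzyme | Input: 0.625 nM enzyme | Also added: Fluorogenic phosphatase substrate OMFP at 400 µM final | Compound dosing: One test concentration per compound, 20 µM, with 3% DMSO overall | Schedule: 50 min enzyme reaction at room temperature, protected from light | Signal: Fluorescence intensity | Benchmarks: no-enzyme and uninhibited controls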
# NadD block – inhibitors of S. aureus NadD, primary screen, biochemical, colorimetric, uHTS; Nicotinate-nucleotide adenylyltransferase NadD (Staphylococcus aureus N315); purified NadD enzyme, colorimetric absorbance read-out; inhibition, % at 20 µM; actives 0.78% (n = 360,000); AID 602399, 2012; in the data active = inhibition above about 26%; also: some compounds past the cut are filed as inactive
# CSN inh – inhibitors of CSN-mediated cullin deneddylation, primary screen, biochemical, fluorescence polarization, uHTS; AID 651999, 2013; inhibition, % at 12.5 µM; Purified CSN, SCF-Nedd8-OG deneddylation; actives 0.38% (n = 360,000);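 active = pattern-corrected inhibition above about 35%, with an unprinted fluorescence ratio check between 0.5 and 1.5, limit read from the data, passing the limit was not always enough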;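 also: 0% = enzyme with substrate and 100% = substrate without enzyme; some results filed as inactive read as strong as hits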
#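 Material: purified human Csn5 enzyme expressed in HEK293T cells / Medium: Tris buffer pH 7.5, NaCl, DTT, Tween-20, trehalose, ovalbumin / Compound dosing: 12.5 µM single point / Schedule: 90 min incubation of compound, enzyme and substrate at room temperature / Signal: fluorescence polarization of the substrate / Control set: no-enzyme wells high, enzyme-with-substrate wells low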
# Rpn11 inh – Rpn11 (PSMD14) deubiquitinase inhibitors, primary screen, biochemical, fluorescence polarization, uHTS. calls only at 20 µM. actives 0.59% (n = 360,000). human 26S proteasome, Ub4-pepOG fluorescence polarization; 20S core pre-blocked with epoxomicin;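 active = inhibition at 20 µM, scaled to each plate's controls, above about 33%, limit read from the data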
# Scp-1 inhibitor – Scp-1 phosphatase inhibitors, primary screen, biochemical, colorimetric, uHTS; Carboxy-terminal domain RNA polymerase II polypeptide A small phosphatase 1 (Homo …; Recombinant Scp1, phosphopeptide, malachite green phosphate absorbance; actives 0.88% (n = 340,000); inhibition, % at 20 µM;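 active = inhibition above about 50% at 20 µM, limit read from the data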;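 also: plate controls were DMSO wells with enzyme for no effect and wells lacking enzyme for full effect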
#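 Test system – truncated SCP-1 phosphatase (76-261aa) · Reagent – Phosphorylated 17-residue peptide substrate · Incubation – 45 min room-temperature reaction, 5 min colour, 30 min stabiliser · Detection – colorimetric phosphate reagent with accelerator and stabiliser, absorbance at 630 nm · Measure – % inhibition at 20 µM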
# STEP inh – STEP phosphatase inhibitors, primary screen, biochemical, fluorescence intensity, uHTS. recombinant STEP, OMFP fluorogenic substrate. Tyrosine-protein phosphatase non-receptor type 5 (Homo sapiens), P54829. AID 588621, 2011. inhibition, % at 20 µM. actives 0.25% (n = 360,000);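 active = inhibition at 20 µM, scaled per plate between control wells, above about 37%, limit read from the data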;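 also: 0% = DMSO with enzyme and substrate and 100% = substrate only without enzyme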
#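 Material: STEP (striatal-enriched tyrosine phosphatase) enzyme, cell-free; Compound dosing: 20 µM single dose in 1% DMSO; Technique: fluorescence read at 480 nm ex / 540 nm em; Times: reaction 20 min, ambient temperature; Medium: 50 mM Bis-Tris pH 6.0 with 2.5 mM DTT and 0.005% Tween 20; Also added: OMFP at 25 µM.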
# TbMetRS inhib – T. brucei MetRS inhibitors, primary screen, biochemical, luminescence | methionyl-tRNA synthetase (Trypanosoma brucei brucei) | actives 0.4% (n = 360,000) | inhibition, % at 11.9 µM | purified T. brucei MetRS, ATP depletion, Kinase-Glo luminescence;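 active = inhibition above a per-plate cutoff of the control wells' mean inhibition plus 3 SD, cut at about 5.5% in these data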;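 also: 0% = DMSO wells median and 100% = median of wells with control inhibitor compound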
#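 assay system = parasite MetRS enzyme | timing = 15 min preincubation, 2 h reaction, all 25 °C | evaluation = percent inhibition relative to median high and low control wells | medium = HEPES buffer containing pyrophosphatase, BSA, spermine, DTT | compound = single dose, 11.9 µM final nominal, 0.9% final DMSO | detection = Kinase-Glo luminescence, ATP depletion format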
# * = called active by the depositor; i = inactive; · = not tested or not shown.
nr	Molecule	MsrA inh	STEP inh	Rpn11 inh	Scp-1 inhibitor	NadD block	DNMT1 block	TbMetRS inhib	SUMO1-SIM PPI	CSN inh	LMPTP block
1	COc1ccc(C(=O)O/N=C(\N)c2cccc(C)c2)cc1OC	-1.2	0	i	-16	-1	-2	-0.4	3	-1	1.8
2	CC1CC(C)CN(S(=O)(=O)c2ccc(C(=O)N(c3ccccn3)C3CCCCC3)cc2)C1 (centres undefined)	0.3	-2	i	4	0	-2	-0.2	-3	2	0.2
3	CC(=O)c1nc2ccccc2n1S(=O)(=O)c1ccc(Cl)cc1	0.4	0	i	1	-4	-2	-0.5	1	2	-0.7
4	CCN(CC)CCNC(=O)NC(=O)c1ccc(Cl)cc1	-0.2	-2	i	0	-2	12	-0.3	4	-2	1.3
5	Cc1ccc(N2CCN(S(=O)(=O)c3ccc(F)cc3)CC2)c(C)c1	0.4	0	i	-4	-2	1	0.0	8	-1	1.3
6	Cc1cccc(OCC(O)Cn2c(-n3nc(C)cc3C)nc3c2c(=O)[nH]c(=O)n3C)c1 (centres undefined)	1.6	-4	i	-2	-5	-3	-0.1	2	2	-0.7
7	NC(=S)NN=C1c2cc(S(=O)(=O)N3CCOCC3)ccc2-c2ccc(S(=O)(=O)N3CCOCC3)cc21	2.9	3	i	-7	9	-18	0.3	-3	5	1.9
8	COc1ccc(CNC(=O)C2CCC(CNc3c(N4CCCCC4)c(=O)c3=O)CC2)cc1 (centres undefined)	-0.3	-2	i	-5	1	0	-0.5	0	0	1.1
9	CC1C=CCC2C(=O)N(c3cccc(C(=O)Nc4ccc(F)cc4)c3)C(=O)C12 (centres undefined)	-1.0	1	i	-7	-11	-1	0.0	1	1	0.9
10	COc1ccc(O)cc1CN1CCN(c2ncc(Cc3ccccc3)cn2)CC1	-0.3	·	·	·	·	·	-0.2	3	6	0.4

# Eight of these compounds, reformatted:
# The line under a structure holds: MsrA inh	STEP inh	Rpn11 inh	Scp-1 inhibitor	NadD block	DNMT1 block	TbMetRS inhib	SUMO1-SIM PPI	CSN inh	LMPTP block
3. CC(=O)c1nc2ccccc2n1S(=O)(=O)c1ccc(Cl)cc1
→ 0.4	0	i	1	-4	-2	-0.5	1	2	-0.7
4. CCN(CC)CCNC(=O)NC(=O)c1ccc(Cl)cc1
→ -0.2	-2	i	0	-2	12	-0.3	4	-2	1.3
5. Cc1ccc(N2CCN(S(=O)(=O)c3ccc(F)cc3)CC2)c(C)c1
→ 0.4	0	i	-4	-2	1	0.0	8	-1	1.3
6. Cc1cccc(OCC(O)Cn2c(-n3nc(C)cc3C)nc3c2c(=O)[nH]c(=O)n3C)c1 (centres undefined)
→ 1.6	-4	i	-2	-5	-3	-0.1	2	2	-0.7
7. NC(=S)NN=C1c2cc(S(=O)(=O)N3CCOCC3)ccc2-c2ccc(S(=O)(=O)N3CCOCC3)cc21
→ 2.9	3	i	-7	9	-18	0.3	-3	5	1.9
8. COc1ccc(CNC(=O)C2CCC(CNc3c(N4CCCCC4)c(=O)c3=O)CC2)cc1 (centres undefined)
→ -0.3	-2	i	-5	1	0	-0.5	0	0	1.1
9. CC1C=CCC2C(=O)N(c3cccc(C(=O)Nc4ccc(F)cc4)c3)C(=O)C12 (centres undefined)
→ -1.0	1	i	-7	-11	-1	0.0	1	1	0.9
10. COc1ccc(O)cc1CN1CCN(c2ncc(Cc3ccccc3)cn2)CC1
→ -0.3	·	·	·	·	·	-0.2	3	6	0.4

# Next entries.
nr	Molecule	MsrA inh	STEP inh	Rpn11 inh	Scp-1 inhibitor	NadD block	DNMT1 block	TbMetRS inhib	SUMO1-SIM PPI	CSN inh	LMPTP block
11	c1ccc(-c2ncc(-c3ccn[nH]3)s2)cc1	2.6	2	i	-9	5	-2	-0.1	-17	-2	-0.6
12	COc1ccc(N2CCN(C(=O)c3cc4ccccc4o3)CC2)cc1	-0.8	1	i	-1	2	2	-0.2	-5	-2	0.2
13	COc1cc(OC)cc(C(=O)NC2CCN(CC(=O)Nc3cccc4ccccc34)CC2)c1	1.0	-1	i	-13	0	-5	0.1	-2	1	2.3
14	O=C(NCc1ccccc1Cl)c1ccc2ccccc2n1	0.2	-5	i	2	-9	0	-0.9	-4	6	-1.3
15	CCC(/C=C1\Sc2ccc(OC)cc2N1CCO)=C\c1sc2ccc(OC)cc2[n+]1CCO	0.1	5	i	15	8	36	-1.3	2	-2	4.7
16	CCN(/C=N/c1sc2c(c1C#N)CC(C)(C)NC2(C)C)CC	3.1	5	i	-1	-5	-1	-0.3	0	1	0.0
17	CCN1/C(=C2/SC(=S)N(NC(C)=O)C2=O)Sc2ccc(OC)cc21	-0.8	0	i	6	0	2	-0.1	-24	5	-0.6
18	O=C(c1ccco1)N(Cc1ccc(Cl)cc1)Cc1ccco1	-0.6	1	i	-11	-5	1	-0.1	2	-1	2.2
19	CN(C)CCNc1ncnc2c1ncn2[C@H]1CN(Cc2ccc(Cl)cc2)C[C@@H](CO)O1	-0.8	2	i	·	-4	2	0.6	2	2	-7.4
20	COCCNc1c(-c2cc3ccc(C)c(C)c3[nH]c2=O)nc2ccccn12	1.9	2	i	2	-2	-1	-0.8	-9	1	0.9
21	O=C(O)CSc1nc(-c2cccs2)cc(C(F)(F)F)n1	1.1	-2	i	-4	-2	7	0.0	-9	-1	-1.4
22	O=C(CSc1nc2ccccc2o1)NCCOc1ccccc1	0.7	0	i	-3	-6	2	-0.4	0	1	-0.5
23	CC(=O)c1ccc(NC(=O)CN2c3cccc4cccc(c34)S2(=O)=O)cc1	0.3	-2	i	-10	0	-17	-0.4	-19	4	0.1
24	COC(=O)c1sccc1S(=O)(=O)NCc1ccc(S(N)(=O)=O)cc1	-0.3	-2	i	-5	1	0	-0.1	4	-1	0.0
25	CCN(CCNS(=O)(=O)c1ccc2[nH]c(=O)sc2c1)c1ccccc1	-0.7	-2	i	-12	-2	-2	0.6	6	1	0.3
26	CC1C(=O)N(Cc2cn(Cc3ccco3)nn2)CCS(=O)(=O)N1Cc1ccc(-c2ccccc2C(F)(F)F)cc1 (centres undefined)	0.4	1	i	·	2	-19	-0.5	4	7	3.5
27	COc1cc(C(O)c2nc(-c3ccc(F)c(Cl)c3)cs2)ccc1F (centres undefined)	-1.2	-2	i	·	-7	-1	-0.1	1	-1	1.4
28	S=c1nc2ccccc2c2nc(-c3cccnc3)[nH]n12	0.0	-1	i	6	-6	2	0.5	4	1	2.5
29	CN=C1SC(CC(=O)Nc2ccc(F)cc2F)C(=O)N1/N=C(\C)c1cccc(OCC(=O)O)c1 (centres undefined)	-1.1	1	i	38	-1	0	-0.4	-1	6	-1.3
30	Cc1cc(C)n2c(SCC(=O)N(C)C3CCCCC3)nnc2n1	1.5	-2	i	-6	0	-4	0.6	0	2	-0.4
31	CC1C(=O)Nc2ccccc2N1C(=O)c1c(F)cccc1F (centres undefined)	3.1	-3	i	-7	-2	0	-0.9	4	1	-0.5
32	CCOc1cc(CNC(CC)CO)ccc1OCC(=O)Nc1cccc(C(F)(F)F)c1 (centres undefined)	0.5	0	i	-3	-11	0	0.0	-3	4	0.5
33	Cc1ccc(S(=O)(=O)CCc2nnc(N)s2)cc1	-0.3	1	i	0	1	1	-0.3	4	3	-2.2
34	Cc1ccc(N=C2NC(=O)/C(=C/C=C/c3ccco3)S2)cc1C	1.2	3	i	5	37*	71*	1.3	8	52*	4.3
35	N#Cc1ccc(S(=O)(=O)N2CCCN(c3ccc(C(F)(F)F)cn3)CC2)cc1	-0.3	-2	i	-4	0	10	-0.3	2	4	0.5
36	Cc1nc(Nc2nc3ccccc3o2)nc(C)c1C	2.7	1	i	8	-1	3	-2.1	3	3	0.2
37	COc1cccc(CC(=O)Nc2ccc(F)c(S(=O)(=O)N3CCOCC3)c2)c1	1.3	-2	i	-5	-3	-2	-0.1	12	-2	0.5
38	O=C1NC(Cc2ccc(O)cc2)c2nc3ccc(F)cc3c(=O)n2-c2cc3ccccc3cc21 (centres undefined)	-0.1	-2	i	·	12	-9	0.2	-6	1	0.0
39	O=C(CN1CCCC1)Nc1cc(F)ccc1F	0.8	0	i	2	-1	2	0.2	-1	4	-0.1
40	Cc1ccc(S(=O)(=O)N2CCCC(C(=O)NCCC(C)C)C2)cc1 (centres undefined)	1.4	-1	i	-10	-4	-1	-0.6	5	-3	-1.5
41	CCOc1ccccc1Nc1nc(-c2sc(NC(=O)c3cccc(Cl)c3)nc2C)cs1	0.5	2	i	-1	55*	-12	-0.1	5	11	0.0
42	Cc1ccccc1OCC(=O)NCCN1CCCC1	-1.4	-1	i	-4	-2	0	-0.2	-2	3	-7.6
43	O=C(O)c1ccc(S(=O)(=O)N2CCCc3ccccc32)cc1	0.4	-1	i	-7	-5	1	-0.7	5	2	0.5
44	COc1ccc(Cl)c(-c2cc(C(=O)Nc3ccc(F)cc3)[nH]n2)c1	0.0	0	i	·	-8	0	-0.3	11	1	-0.2
45	Cc1ccccc1C(=O)NCCc1nnc(SCC(=O)Nc2nc(-c3ccccc3)cs2)n1C	-0.3	1	i	-6	6	-1	-0.3	3	-1	-0.9
46	Cc1nn(CC(=O)NCc2ccc(C(=O)O)cc2)c(C)c1[N+](=O)[O-]	0.2	-1	i	4	4	0	0.8	0	-16	0.8
47	OC(COC(c1ccc(Cl)cc1)c1ccc(Cl)cc1)CN1CCN(c2ccccn2)CC1 (centres undefined)	-1.0	1	i	1	-7	-12	-0.6	1	-2	1.5
